p-CIP stab down = lowers stability of the mouse p/CIP coactivator protein; F442A p/CIP-EGFP cells, EGFP fluorescence, 16 h; decrease of EGFP signal, % at 10 µM; 290,000 compounds, 0.01% hits;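 active = EGFP signal decrease of at least 30% at 10 µM or well 3 SD below plate mean, unless failing retest; inactive = the rest, including hits failing retest or dose response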; note: some compounds called inactive have numbers as strong as hits; many of its hits are not listed in these tables
VIM-2 inh = blocks Pseudomonas aeruginosa VIM-2 metallo-beta-lactamase | purified VIM-2, nitrocefin hydrolysis, epi-absorbance fluorescence | inhibition, % at 5.6 µM | 290,000 compounds, 0.89% hits | AID 1527;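 active = inhibition above the mean of all tested compounds plus 3 SD, cutoff set per screening run, cut at about 7.5% in these data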;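 note: red hydrolysis product quenches plate fluorescence so inhibitors raise well fluorescence; 0% = enzyme with DMSO and 100% = DMSO without enzyme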
PHOSPHO1 inh = blocks human PHOSPHO1 phosphatase activity. recombinant PHOSPHO1, absorbance phosphatase assay. Q8TCT1. inhibition, % at 13.3 µM. 290,000 compounds, 1.1% hits; in the data active = inhibition above about 60%
Target sequence (Q8TCT1 whole entry, looked up): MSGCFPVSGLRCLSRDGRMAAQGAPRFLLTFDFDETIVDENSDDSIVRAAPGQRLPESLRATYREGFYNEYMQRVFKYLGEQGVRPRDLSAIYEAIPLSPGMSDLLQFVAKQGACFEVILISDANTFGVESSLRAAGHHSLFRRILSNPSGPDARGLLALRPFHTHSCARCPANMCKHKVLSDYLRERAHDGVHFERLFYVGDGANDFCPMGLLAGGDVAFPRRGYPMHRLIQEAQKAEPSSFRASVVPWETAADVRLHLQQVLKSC
IDE act = activators of human insulin-degrading enzyme in cells. P14735. HEK cells, FAbeta-B cleavage, fluorescence polarization; 0% vehicle, 100% cell-free pure enzyme wells. activation, % at 5.96 µM. 340,000 compounds, 0.073% hits. AID 493087;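 active = activation above the mean of all tested compounds plus 3 SD, set per screening campaign, cut at about 17% in these data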
NS3 helicase inh = blocks Hepatitis C virus NS3 helicase unwinding | NS3 helicase DNA unwinding, Cy5 molecular beacon fluorescence | inhibition, % at 10.9 µM | 290,000 compounds, 0.56% hits | AID 1800;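 active = inhibition above the mean of all tested compounds plus 3 SD, set per campaign, cut at about 35% in these data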;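 note: 0% = DMSO wells and 100% = thioflavine S control wells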
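Material: hepatitis C virus NS3 helicase domain fragment enzyme; measured by: Cy5 fluorescence, 0 and 60 min reads; control set: DMSO and thioflavine S; incubation: 60 min unwinding reaction at 25 °C after ATP addition; read-out basis: % inhibition from 60/0 min fluorescence ratio, DMSO 0%, thioflavine S 100%; repeats: singlicate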
MEKK3 PB1 HTS = raises or lowers MEK5 binding to the human MEKK3 PB1 domain; Q99759; bead-based flow cytometry, Alexa488-MEK5 binding to MEKK3; actives lie on both sides; 0 = blocked by unlabeled MEK5, 100 = vehicle; binding response (% of control), % at 10 µM; 290,000 compounds, 1.4% hits; AID 1529;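 active = binding response more than 3 SD above or below the average of its plate-row segment, actives on both sides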;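 note: Alexa488 bead fluorescence after subtracting the streptavidin-only scavenger bead signal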
Target sequence (Q99759 whole entry, looked up, the tested form may be a part): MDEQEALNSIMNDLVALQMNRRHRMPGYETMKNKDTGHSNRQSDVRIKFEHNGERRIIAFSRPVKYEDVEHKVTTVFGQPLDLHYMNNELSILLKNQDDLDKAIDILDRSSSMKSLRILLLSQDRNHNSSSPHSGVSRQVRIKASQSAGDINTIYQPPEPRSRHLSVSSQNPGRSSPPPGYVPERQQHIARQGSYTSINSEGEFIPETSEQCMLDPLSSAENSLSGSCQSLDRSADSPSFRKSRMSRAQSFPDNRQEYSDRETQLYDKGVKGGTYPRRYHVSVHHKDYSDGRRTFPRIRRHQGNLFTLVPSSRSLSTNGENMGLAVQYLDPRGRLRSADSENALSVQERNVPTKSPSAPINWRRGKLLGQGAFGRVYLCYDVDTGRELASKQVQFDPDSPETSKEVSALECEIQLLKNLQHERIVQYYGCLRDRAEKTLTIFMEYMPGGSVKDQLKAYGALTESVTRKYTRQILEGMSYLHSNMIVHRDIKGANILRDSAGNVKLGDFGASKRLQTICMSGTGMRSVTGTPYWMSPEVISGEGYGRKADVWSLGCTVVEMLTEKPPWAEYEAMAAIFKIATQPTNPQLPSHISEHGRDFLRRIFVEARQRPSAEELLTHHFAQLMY
DNA FID counter = counter-screen for HCV NS3 helicase inhibitors: DNA intercalator displacement; DNA fluorescent intercalator displacement, fluorescence; inhibition, % at 7.9 µM; 290,000 compounds, 0.17% hits; AID 1845; in the data active = inhibition above about 37%;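 note: 0% = vehicle and 100% = reference compound; higher means more ethidium bromide displaced from hairpin DNA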
SUMO HTRF inh = SUMOylation inhibition; P63279; HTRF SUMOylation assay, SAE1/SAE2 + UBC9, in vitro; inhibition, % at 35 µM; 290,000 compounds, 0.36% hits; in the data active = inhibition above about 50%, passing the limit was not always enough; note: strong numbers were not always called active
Target sequence (P63279 whole entry, looked up): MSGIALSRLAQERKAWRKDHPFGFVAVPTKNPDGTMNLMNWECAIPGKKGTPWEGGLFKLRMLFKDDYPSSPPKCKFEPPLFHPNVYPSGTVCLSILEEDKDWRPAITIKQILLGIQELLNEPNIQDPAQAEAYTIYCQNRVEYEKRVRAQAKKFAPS
IMP-1 inhibitor = inhibitors of Pseudomonas aeruginosa IMP-1 metallo-beta-lactamase | AID 1556 | 290,000 compounds, 0.45% hits | purified IMP-1, nitrocefin hydrolysis, epi-absorbance fluorescence | inhibition, % at 5.6 µM;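 active = inhibition above the mean plus 3 SD of all compounds in the same screening run, cut at about 4.5% in these data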;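 note: 0% = IMP-1 with DMSO and 100% = DMSO wells lacking enzyme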
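Assay system: purified recombinant IMP-1 beta-lactamase. Input: IMP-1 0.2 nM before substrate addition. Buffer or medium: Zinc- and detergent-supplemented HEPES buffer, pH 7.1. Schedule: 25 °C, 15 min preincubation, 25 min reaction. Signal: Epi-absorbance fluorescence, 480 nm excitation, 530 nm emission. Evaluation: percent inhibition from optical density relative to buffer-blank wells.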
An asterisk follows results filed as active; . = not tested or not shown. An excerpt; count on the stated rates, not on these rows.

SMILES	p-CIP stab down	VIM-2 inh	PHOSPHO1 inh	IDE act	NS3 helicase inh	MEKK3 PB1 HTS	DNA FID counter	SUMO HTRF inh	IMP-1 inhibitor
CCN(CC)C(=O)c1ccc2c(c1)C1C=CCC1C(C(=O)O)N2 (centres undefined)	-18	-1.9	-55	0	42*	91	-35	29	-3.3
Cc1nn(Cc2ccc(Cl)cc2Cl)c(Cl)c1C(=O)O	3	-2.0	-3	4	-5	103	-3	5	-2.5
CCCCn1c(N)c(N(CCOC)C(=O)CN2CC=C(c3ccccc3)CC2)c(=O)[nH]c1=O	11	-1.7	-13	0	4	103	-1	12	-2.9
O=C(c1ccco1)c1cn(Cc2ccccc2)c2ccccc12	3	-1.1	17	-1	-4	104	-10	4	-4.5
CC(C)CCNC(=O)c1c(N)n(CC2CCCO2)c2nc3ccccc3nc12 (centres undefined)	-10	-3.6	13	12	-1	101	-5	99	-8.1
O=c1[nH]c(=O)n(Cc2ccccc2)c(O)c1C=NCCCO	-9	-2.3	-4	2	-3	100	-4	2	-1.3
CN1CCN(CC(=O)Nc2ccc(Cl)cc2C(=O)c2ccccc2)CC1	7	0.6	-14	-2	-8	103	10	4	-1.0
CN1CCC(O)(c2cccs2)C(C(=O)c2cccs2)C1 (centres undefined)	-2	-0.7	19	3	8	100	0	24	-2.5
C[C@]12CCC3[C@@H](CCC4=CC(=O)CC[C@@]43CO)C1CCC2=O (some centres undefined)	5	-3.1	6	-3	23	101	-5	8	-1.4
Cc1nc2cc(C(F)(F)F)ccc2n1C1CCN(Cc2nnnn2Cc2cccs2)CC1	-17	-3.5	-27	5	-6	107	-15	13	-4.1
Cc1cc(OCC(=O)NCc2ccc(S(N)(=O)=O)cc2)c2c3c(c(=O)oc2c1)CCC3	-12	9.4*	16	6	11	103	-25	7	-2.9
CCc1ccc(OCCCN=C(C)c2c(O)n(C)c(=O)n(C)c2=O)cc1	-12	0.1	-18	1	-15	104	-28	9	0.2
CCOc1cccc(C2NCc3ccccc3-n3cccc32)c1O (centres undefined)	4	-1.0	55	4	-16	104	5	15	-1.9
CC(=O)OC1N=C(c2ccccc2Cl)c2cc(Br)ccc2NC1=O (centres undefined)	-9	-2.0	32	4	13	79	-26	12	-2.9
Cc1nc2ccccc2c(=O)n1-c1ccccc1C(F)(F)F	2	-2.1	39	-3	3	104	-1	-10	-3.8

Given bar-delimited: part of the list above.
compound | p-CIP stab down | VIM-2 inh | PHOSPHO1 inh | IDE act | NS3 helicase inh | MEKK3 PB1 HTS | DNA FID counter | SUMO HTRF inh | IMP-1 inhibitor
CCc1ccc(OCCCN=C(C)c2c(O)n(C)c(=O)n(C)c2=O)cc1 | -12 | 0.1 | -18 | 1 | -15 | 104 | -28 | 9 | 0.2
CCOc1cccc(C2NCc3ccccc3-n3cccc32)c1O (centres undefined) | 4 | -1.0 | 55 | 4 | -16 | 104 | 5 | 15 | -1.9
CC(=O)OC1N=C(c2ccccc2Cl)c2cc(Br)ccc2NC1=O (centres undefined) | -9 | -2.0 | 32 | 4 | 13 | 79 | -26 | 12 | -2.9
Cc1nc2ccccc2c(=O)n1-c1ccccc1C(F)(F)F | 2 | -2.1 | 39 | -3 | 3 | 104 | -1 | -10 | -3.8

(next part)
SMILES	p-CIP stab down	VIM-2 inh	PHOSPHO1 inh	IDE act	NS3 helicase inh	MEKK3 PB1 HTS	DNA FID counter	SUMO HTRF inh	IMP-1 inhibitor
O=c1[nH]c(=S)n(CCC2=CCCCC2)c(O)c1/C=N/N1CCOCC1	-6	-5.1	32	.	41*	102	-17	5	-3.8
Cc1cc(Cl)ccc1C(=O)C1CCCN(Cc2ccon2)C1 (centres undefined)	-10	1.9	37	1	-2	95	2	13	1.2
C/C(=N\Nc1ccccc1)c1c(O)n(-c2ccccc2)c(=O)[nH]c1=O	-5	-1.6	-46	4	4	98	-8	8	-1.6
O=C(Nc1ccc(F)cc1F)c1cccn(Cc2ccccc2)c1=O	4	0.9	33	1	-5	97	-7	4	-2.4
Clc1ccc(COC(Cn2ccnc2)c2ccc(Cl)cc2Cl)cc1 (centres undefined)	3	-2.3	-4	-6	-53	82	-1	30	-4.1
O=C(O)Cn1cc(/C=C2\C(=O)NC(=O)N(Cc3ccco3)C2=O)c2ccccc21	-9	-0.3	-17	-6	-1	96	-23	35	-0.7
CC(=O)c1c(C)n(Cc2ccccc2Cl)c2ccc(O)cc12	-9	1.1	45	-1	-7	101	-4	23	-1.3
Cn1c(O)c(N=Nc2cccc(S(=O)(=O)N3CCOCC3)c2)c(=O)n(C)c1=O	-13	-1.6	-1	0	7	103	0	5	-3.1
Cc1cc(N2CCOCC2)ccc1/C=C1\C(=O)NC(=O)N(c2ccccc2)C1=O	-4	-0.7	1	-5	11	100	1	25	-2.4
O=C1NC(=O)N(c2ccccc2)C(=O)/C1=C/c1ccoc1	-38	4.0	-2	-12	23	93	-10	12	0.4
COc1c(O)ccc2c1-c1c3c(cc4c1C(C2)N(C)CC4)OCO3 (centres undefined)	3	-3.0	-11	-2	4	103	1	9	-2.3
O=C(COc1ccccc1)N1CCN(C2CC3CCC2C3)CC1 (centres undefined)	1	-1.5	-4	7	0	107	-4	-1	-3.2
Cc1ccc(-n2c(O)c(C=Nc3ccccc3N)c(=O)[nH]c2=O)cc1C	-12	-3.0	12	-2	13	105	-15	13	1.1
Cn1cc(/C=C2\C(=O)NC(=O)N(c3ccccc3)C2=O)c2ccccc21	-11	3.1	39	-2	19	110	-11	19	0.9
O=C1NC(=O)C2=Cc3ccc(O)cc3OC2(O)N1 (centres undefined)	-18	-2.8	-13	.	-1	94	3	18	0.8
COc1ccc(-n2c(=O)[nH]c3ccccc3c2=O)cc1	-1	-1.2	-7	-1	-2	108	2	17	-1.2
Cc1ccccc1CN1CCN(C(=O)Cc2ccccc2)CC1	-10	-0.3	24	5	-7	96	-7	7	-2.9
COc1ccc(C(=O)C2CN(C)CC2c2ccc(Cl)cc2)cc1 (centres undefined)	-1	-1.3	-13	0	-9	101	9	7	-0.9
COc1ccc(-n2c(O)c(/C=C/C=Nc3ccccc3)c(=O)[nH]c2=O)cc1	-34	4.5	9	-192	7	101	-6	-8	9.4*
O=C1NC(=O)N(c2ccc(Br)cc2)C(=O)/C1=C/c1ccsc1	16	-0.5	-1	-5	25	100	-13	13	-2.4
Cc1nn(C2CCOC(C)(C)C2)c2c1C(c1ccc3c(c1)OCO3)SCC(=O)N2 (centres undefined)	3	-3.5	23	-6	-3	102	-22	-8	-2.4
O=C(CCc1nc(-c2ccccc2F)no1)N1CCC2(CC1)OCCO2	-4	-2.0	-8	0	-1	103	-8	-41	-1.3
CC(C)(C)C(=O)Nc1ccc(S(=O)(=O)N2CC3CC(C2)c2cccc(=O)n2C3)cc1 (centres undefined)	-7	-0.5	18	1	-3	103	-13	5	-4.3
c1ccc(C2CC3CC4(CCCC4)N2O3)cc1 (centres undefined)	55	0.9	-11	18*	4	103	-1	14	0.5
CN(C)c1ccc(CN2CC=C(c3ccc(F)cc3)CC2)cc1	-2	1.2	-9	4	-22	103	25	2	0.6
CCN(CC)CCCC(C)N=C(c1ccccc1)c1c(O)n(C)c(=O)n(C)c1=O (centres undefined)	-8	-1.1	-1	-6	5	98	1	19	-3.3
O=P1(Oc2ccccc2)OCCCS1 (centres undefined)	-8	-1.5	-4	0	-3	108	-7	2	-3.7
COc1ccc(C(=O)C2CCCN(C3CSCCSC3)C2)c(OC)c1 (centres undefined)	-7	-1.5	48	3	-3	106	2	-8	-2.6
COP(=O)(/C=C(\Cl)c1ccccc1)/C=C(\Cl)c1ccccc1	-8	-2.3	31	5	-5	106	-36	21	1.4
COc1ccc(C(=O)c2nc3ccccc3n2C(C)C)cc1	-8	-3.8	32	-3	-10	100	-20	6	-4.3
Cc1ccnc(-n2c(-c3ccccc3)nc3ccccc3c2=O)c1	-8	-4.5	14	-1	1	109	-5	2	-1.4
CCCCC1(CN2CCCC2=O)C(=O)NC(=O)NC1=O	11	-0.7	-8	1	-2	104	1	8	-2.7
CCOC(=O)CSCCOc1ccc(C=C2C(=O)NC(=O)NC2=O)cc1OC	-1	1.2	12	.	-1	87	-6	4	-0.7
CC(=NCCN1CCCCC1)c1c(O)n(-c2ccccc2)c(=O)[nH]c1=O	0	-1.0	13	5	-1	97	-3	23	-1.4
Cc1cc(OCC(=O)OC(C)C)c2c3c(c(=O)oc2c1)CCCC3	-4	-4.7	41	5	-3	103	-3	27	-3.8
CN(C)CC1CSCCC1(O)c1ccc(C(F)(F)F)cc1 (centres undefined)	-7	-5.1	9	4	-16	103	1	16	-4.2
COc1cccc(CCNCc2ccc(SC)cc2)c1	10	-3.4	-15	-6	0	102	15	-22	-2.8
CCN1C(=O)NC(=O)/C(=C\c2cn(CC(=O)N3CCCCC3)c3ccccc23)C1=O	-12	11*	18	-2	13	100	-10	11	-1.9
Cc1cccc(N2C(=O)NC(=O)/C(=C/c3ccc(N4CCOCC4)cc3)C2=O)c1	4	-1.4	-20	1	11	101	-13	8	-1.0
O=C(c1ccccc1F)c1cn(CC(=O)N2CCCCC2)c2ccccc12	-12	1.3	-15	0	1	100	-14	-4	-1.3
CCCC[N+]12CCC(CC1)C(=C(c1ccccc1)c1ccccc1)C2	-2	-1.5	9	5	-6	101	2	4	-2.4
CCN1CCN(c2nc3c(c(=O)[nH]2)CCC3)CC1	-20	-1.1	19	0	-7	97	-5	14	-2.4
CCOP(=S)(OCC)Oc1cc(C)oc(=O)c1Cl	-13	-1.1	-28	2	7	90	7	-5	0.9
CCCCn1c(O)c(C(CC)=NCc2cc(OC)cc(OC)c2)c(=O)[nH]c1=O	-6	-1.9	8	-3	-1	107	-14	26	0.0
C=C1C(=O)O[C@H]2C[C@@H](C)[C@@H]3C=CC(=O)[C@@]3(C)C[C@H]12	-41	.	-18	.	.	94	.	2	.
CCN(CC)C(=O)c1ccc(NC(=O)COc2ccc([N+](=O)[O-])cc2Cl)cc1	7	1.9	12	3	1	100	-7	-13	-1.5
OC(CCNCCc1c[nH]c2ccccc12)C(F)(F)Cl (centres undefined)	-11	-7.6	28	10	-6	102	9	21	-3.6
CC(=NCCCO)c1c(O)[nH]c(=O)[nH]c1=O	-8	-0.9	45	.	-1	92	-7	16	-1.8
O=C(COc1ccc(Br)cc1)N1CCN(C2CCCC2)CC1	-4	-1.6	-23	4	0	97	-3	-7	-3.7
COc1cc(/C=C/[N+](=O)[O-])ccc1OC(=O)c1cccnc1	-8	-0.9	-1	-12	2	102	-4	30	-2.0
Cc1cccc(N2C(=O)NC(=O)/C(=C\c3ccc4c(c3)CCCN4Cc3ccccc3)C2=O)c1	-14	-3.6	7	1	7	139*	-18	5	-2.2
C=C1C2[C@H](OC(C)=O)[C@@H]3CC(=O)[C@]4(C)OC[C@@]3(C)[C@@]4(O)[C@@H](OC(C)=O)[C@H](OC(C)=O)[C@@]2(COC(=O)c2ccccc2)[C@@H](OC(C)=O)C[C@@H]1O (some centres undefined)	1	-1.7	34	6	2	100	-47	-5	-4.7
C=CCOC(=O)C1=C(C)OC(N)=C(C(=O)OCC)C12C(=O)N(CC(N)=O)c1ccccc12 (centres undefined)	19	-1.9	18	1	-2	103	-31	6	-3.5
